FXIIa inh 1536: factor XIIa (human) inhibition; purified FXIIa, Boc-QGR-AMC fluorogenic substrate, 2 h; inhibition, % at 5 µM; 220,000 compounds, 0.3% hits; P00748; in the data active = inhibition above about 40%;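 note: 0% = enzyme with no compound and 100% = blank without enzyme; many of its hits are not listed in these tables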
m-calpain inh: inhibitors of pig calpain II; purified calpain II, fluorogenic peptide substrate, 30 min; inhibition, % at 16 µM; 220,000 compounds, 0.37% hits;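 active = inhibition above about 50%, limit read from the data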
Rad51 HR inh: blocks human Rad51 in homologous recombination; hRad51 DNA strand exchange, fluorescence dequenching; inhibition, % at 10 µM; 200,000 compounds, 0.085% hits;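 active = inhibition above 40% at the single screening dose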;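 note: 0% = DMSO control wells and 100% = blanks with heterologous ssDNA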
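Assay system: Human Rad51 nucleoprotein filaments preassembled on unlabelled ssDNA | Reagent: Donor/quencher-labelled 47-bp dsDNA substrate | Doses: One concentration, 10 µM final | Times: 37 °C 15-min filament assembly, 30-min compound preincubation, 15-min exchange | Technique: Fluorescein emission 520 nm, excitation 485 nm | Benchmarks: Plate control and blank wells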
FXIa inh 1536: factor XIa (human) inhibition; P03951; purified FXIa, Boc-Glu-Ala-Arg-AMC fluorogenic substrate; inhibition, % at 5 µM; 220,000 compounds, 0.14% hits; AID 798;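 active = inhibition of at least 40%; inactive = inhibition below 40%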;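 note: fluorescence of freed AMC excited at 355 nm; 0% = enzyme without compound and 100% = no enzyme blank; many of its hits are not listed in these tables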
Target sequence (P03951 19-387 limits assumed): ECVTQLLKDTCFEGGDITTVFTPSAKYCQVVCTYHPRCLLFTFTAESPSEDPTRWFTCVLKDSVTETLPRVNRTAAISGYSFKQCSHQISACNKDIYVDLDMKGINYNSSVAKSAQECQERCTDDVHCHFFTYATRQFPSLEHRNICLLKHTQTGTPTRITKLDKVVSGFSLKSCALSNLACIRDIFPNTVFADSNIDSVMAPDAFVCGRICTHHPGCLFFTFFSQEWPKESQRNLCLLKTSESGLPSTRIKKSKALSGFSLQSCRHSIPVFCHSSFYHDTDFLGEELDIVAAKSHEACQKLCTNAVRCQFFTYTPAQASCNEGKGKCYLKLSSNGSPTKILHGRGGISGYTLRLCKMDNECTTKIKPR
Target sequence (P03951 388-625 limits assumed): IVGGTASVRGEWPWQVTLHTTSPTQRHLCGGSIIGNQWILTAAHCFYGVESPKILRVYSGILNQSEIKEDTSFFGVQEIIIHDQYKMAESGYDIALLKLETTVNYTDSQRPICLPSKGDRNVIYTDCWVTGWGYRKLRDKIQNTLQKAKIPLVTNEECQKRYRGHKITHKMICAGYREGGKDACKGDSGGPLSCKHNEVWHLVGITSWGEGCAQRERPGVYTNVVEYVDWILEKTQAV
hK5 inh: kallikrein 5 (human) inhibition. 210,000 compounds, 0.59% hits. AID 873. inhibition, % at 5 µM. recombinant hK5, fluorogenic AMC substrate cleavage. Q9Y337;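 active = inhibition of 40% or more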;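 note: 0% = enzyme controls without compound and 100% = no-enzyme blanks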
Target sequence (Q9Y337 67-293 limits assumed): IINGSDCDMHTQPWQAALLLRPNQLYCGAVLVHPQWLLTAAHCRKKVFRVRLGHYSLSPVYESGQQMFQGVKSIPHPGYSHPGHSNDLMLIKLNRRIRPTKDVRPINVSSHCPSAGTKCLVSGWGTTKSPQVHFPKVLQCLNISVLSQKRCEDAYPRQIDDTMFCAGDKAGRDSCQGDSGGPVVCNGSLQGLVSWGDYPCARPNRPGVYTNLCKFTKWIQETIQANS
Cl transport mod: modulators of human KCC2 chloride dependent transport; 190,000 compounds, 2.2% hits; B-score of Tl+ flux slope (higher = more flux/activation; lower = inhibition) at 10 µM; KCC2 cells, thallium flux FluoZin-2 fluorescence;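 active = thallium flux slope and its plate-corrected score both differing from the plate sample mean at a set confidence after two filtering rounds, in either direction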;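 note: slope of fluorescence scaled to starting intensity during 10 to 20 s after thallium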
thrombin 1536: inhibitors of human thrombin. alpha-thrombin, Boc-VPR-AMC fluorogenic substrate cleavage. inhibition, % at 5 µM. P00734. AID 1046. 220,000 compounds, 0.26% hits;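 active = inhibition at or above 40%; inactive = inhibition below 40%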;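 note: 0% = enzyme with no compound and 100% = wells without enzyme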
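Material: human alpha-thrombin protein. Incubation: reaction at ambient temperature. Technique: fluorescence of released AMC, ex 355 nm, em 460 nm. Control set: no-compound enzyme wells and no-enzyme blanks. Also added: Boc-VPR-AMC substrate, 15 µM final. Buffer or medium: pH 7.5 Tris (50 mM) with NaCl 150 mM, Tween 20 0.05%.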
Furin inh: inhibitors of human furin; purified furin, fluorogenic substrate cleavage; inhibition, % at 30 µM; 220,000 compounds, 0.061% hits; in the data active = inhibition above about 25%; note: inactives centre near -15
PERK inhibitor: human PERK inhibition, primary cell-based screen | Q9NZJ5 | CHO PERK-DD fusion, SEAP luminescence translation reporter | inhibition, % at 5.6 µM | 220,000 compounds, 0.17% hits | AID 1416;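 active = inhibition above the mean inhibition of all tested compounds plus 3 SD, set separately per screening campaign, cut at about 2.9% in these data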;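 note: PERK kinase domain activated by AP20187 dimerizer at 100 nM; 0% = DMSO with dimerizer and 100% = rapamycin at 8.4 µM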
Starred values were filed as active, the others as inactive; i = inactive; . = not tested or not shown; [ ] = another dose, or the depositor's remark. These rows are one share of the data (hit frequency here may not be typical).

Compound	FXIIa inh 1536	m-calpain inh	Rad51 HR inh	FXIa inh 1536	hK5 inh	Cl transport mod	thrombin 1536	Furin inh	PERK inhibitor
NC(=O)NCc1ccccc1Cl	14	-19	-7	4	.	-0.53	2	-13	1.5
COc1cccc(CC(=O)Nc2nc(C)cs2)c1	3	-6	9	3	0	0.38	0	-29	0.1
COc1cc(NC(=O)C2CCCO2)c(OC)cc1Cl (centres undefined)	17	-5	-2	10	-1	0.11	5	-25[20 µM]	0.0
COc1ccc(NC(=O)C2CCCN(S(=O)(=O)c3c(C)n[nH]c3C)C2)cc1OC (centres undefined)	5	42	.	-2	.	-2	-4	-23	1.5
COCCCN(C(=S)Nc1cc(C)cc(C)c1)C(C)c1ccncc1 (centres undefined)	11	-4	-1	4	-25	1.1	1	-8	1.4
O=C(Nc1cnc2ccccc2c1)c1cccc(-n2cnnn2)c1	16	6	1	3	-3	-2.4	-3	-24	-0.3
Cc1cc(C)cc(NC(=O)Cn2cnc3c(nnn3Cc3ccc(F)cc3)c2=O)c1	-4	18	8	0	-11	0.19	-4	-20	2.3
OC(C#CCN1CCCC1)c1ccccc1 (centres undefined)	13	14	0	2	-8	0	1	-12	-0.1
Cc1[nH]n(-c2ccccc2)c(=O)c1/C=N/NC(=O)c1cccc([N+](=O)[O-])c1	18	3	0	3	-209	.	6	-11[20 µM]	-0.7
CC1CCCN(C(=O)c2ccc3c(=O)n(C4CCCC4)c(=S)[nH]c3c2)C1 (centres undefined)	3	5	-5	-5	-16	15*	3	-20	0.0
Nc1nnc(SCCN2C(=O)c3ccccc3C2=O)s1	14	-16	-4	1	-3	-0.35	1	-9[20 µM]	2.0
CC(=O)N1N=C(c2ccccc2)OC1(C)CC(=O)Nc1ccccc1 (centres undefined)	15	-13	-13	6	-3	-0.045	-1	-17	0.3
O=C(NCCCCNC(=O)c1c(F)c(F)c(F)c(F)c1F)c1c(F)c(F)c(F)c(F)c1F	-12	4	-1	-8	-1	-0.028	-15	-13[20 µM]	-0.2
O=[N+]([O-])c1ccc(O)c(C(C#Cc2ccccc2)N2CCOCC2)c1 (centres undefined)	4	-15	.	2	0	1.3	-8	-6	1.0
Cc1ccc(S(=O)(=O)CCSc2nc(C)cc(C)c2C#N)cc1	-1	32	2	5	8	0.8	0	-13[20 µM]	-0.2
NC(=S)Nc1ccc(Cl)cc1Cl	9	6	17	5	-6	0.82	-2	-2	1.2
Cc1ccc2ncnc(Nc3ccccc3)c2c1	3	-29	2	-1	-3	-0.26	-6	-19	0.3
Cn1c(=O)cc(SCC(=O)NCC2CCCO2)c2ccc(Cl)cc21 (centres undefined)	12	-19	-7	6	-7	-1	2	-20[20 µM]	-0.1
CN(C)c1nc(NCc2ccccc2)nc(N/N=C/c2cccc(Br)c2)n1	13	-4	10	1	2	-0.092	-1	-20	0.8
Cc1cc(Cl)ccc1C(=O)C1CCCN(C(=O)/C=C/c2cnn(C)c2)C1 (centres undefined)	12	-2	20	6	.	1.4	4	-8	-0.2
Cc1ccc(NC(=O)C2CCCN(S(=O)(=O)c3cnc[nH]3)C2)c(Br)c1 (centres undefined)	16	-43	-1	6	-7	0.26	0	-16	1.6
Cc1csc(NC(=O)C2CCN(S(=O)(=O)c3ccccc3F)CC2)n1	13	-5	-6	-1	2	-0.6	-3	-25	1.3
Cc1ccc(NC(=O)C(C)Sc2nnc(-c3cccnc3)n2-c2ccccc2)cc1 (centres undefined)	6	-56	0	-5	-3	.	-3	-23[20 µM]	-0.9
NNC(=O)CCC(=O)Nc1ccccc1	10	11	10	0	2	-0.42	-2	-25	2.2
COc1ccc(OC)c(-c2cc(C(=O)NCc3ccc(Cl)cc3)no2)c1	-1	-8	7	-21	-17	-0.32	1	-30	-0.6
COC(=O)C1=C(C)N(Cc2cccnc2)C(=O)/C1=C\c1sccc1C	25	4	2	8	30	-1	1	10	-1.2
Cc1cc(C)c(C)c(OCC(=O)O/N=C(\N)c2cccnc2)c1	-5	19	-8	-5	-4	0.96	-6	-4	-0.1
COC(=O)c1cccc(NC(=O)c2nn(C)c(=O)c3ccccc23)c1	-3	11	1	-22	-11	0.019	-5	-15	-0.9
CC(=O)Nc1ccc(-c2nnc(SCC(=O)n3c4c(c5ccccc53)CCCC4)n2C)cc1	10	-208	5	1	4	-0.36	4	-18[20 µM]	0.4
Cc1cccc(-n2c(SCC(=O)N3CCCC3)nc3n[nH]c(C)c3c2=N)c1	14	-185	-7	9	3	0.7	4	-10[20 µM]	-0.3
CCCn1cc(CN2CCCC(CNC(=O)c3ccc(F)cc3)C2)c(C)n1 (centres undefined)	14	6	-2	0	4	-0.94	-5	-24	-0.1
CCOC(CNC(=O)c1ccc2c(c1)ncn2-c1cccc(F)c1)OCC	7	0	5	-4	-1	-0.8	-10	-13	-0.4
Cc1cc(C)c(OCCCCn2cnc3ccccc3c2=O)c(C)c1	1	10	-2	6	2	.	3	-28[20 µM]	1.8
COc1cc(CC(=O)Nc2ccc3c(c2)CCC3)cc(OC)c1OC	-5	28	-2	-4	-20	0.6	-10	-5	-0.5
Cc1cccc(-n2c(=S)[nH]c3sc4c(c3c2=O)CCc2ccccc2-4)c1	7	-7	6	-1	-5	21*	4	-22	2.8
COc1ccc(/C=C(\C#N)c2n[nH]c(Cn3cncn3)n2)cc1	48*	25	-12	12	21	-1	4	12	-1.3
CCOc1ccc(CC2S/C(=N/c3ccccn3)NC2=O)cc1 (centres undefined)	18	-17	9	2	-21	1.1	-7	-34	0.7
Cc1ccc(/C=C(\NC(=O)c2ccc(C)cc2)C(=O)NCCCn2ccnc2)cc1	5	-9	7	4	0	-0.23	.	-26	-0.1
CN(C)CCOC(=O)C12CC3(C)CC(C)(CC(C)(C3)C1)C2	-10	-51	2	-6	-24	-0.049	7	-14[20 µM]	0.7
Nn1c(SCC(=O)Nc2cccc(S(N)(=O)=O)c2)nnc1C1CC1	2	-8	-4	-5	-3	0.004	-14	-17	0.7
CC(C)c1nnc(NC(=O)CCC(=O)N2CCN(C3CCCCC3)CC2)s1	8	-9	3	2	-3	0.028	5	2	-1.2
CCOC(=O)N1CCC(NC(=O)c2cc3cc4cc(OC)ccc4nc3o2)CC1	6	i	6	-5	-33	.	-6	-29	0.1
Cc1ccc(CN2CCN(C3CSCCSC3)CC2CCO)cc1 (centres undefined)	13	7	-21	0	.	1.3	-3	-19	1.1
CC(C)OCCCNC(=S)NNC(=O)C(c1ccccc1)c1ccccc1	14	-11	.	-1	.	0.89	0	-29	0.3
O=C(CN(Cc1ccco1)C(=O)CCC(=O)Nc1nccs1)NCc1ccccc1	12	-5	125*	4	-7	-0.55	0	-15[20 µM]	0.7
CCN1CCN(c2nc(N)c([N+](=O)[O-])c(Nc3ccc(C)cc3)n2)CC1	7	3	8	7	-7	-0.71	-5	8	-0.3
COc1ccc(-c2cc(COc3ccccc3)on2)cc1	5	-6	23	-3	-9	-0.19	2	-23	0.2
CCSc1nc2nn(-c3ccccc3)c(=O)c-2c2n1CCCCC2	19	2	1	8	2	0.018	3	-21[20 µM]	0.1
C=CCNC(=S)Nc1nc2c(cc1C(=O)OCC)COC(C)(C)C2	1	-11	.	1	-1	8.5*	-11	-15	1.0
CCN(CC1COc2ccccc2O1)S(=O)(=O)c1ccc(C)cc1 (centres undefined)	5	0	-6	-4	-17	-0.58	1	1	-0.1

The list continues:
Compound	FXIIa inh 1536	m-calpain inh	Rad51 HR inh	FXIa inh 1536	hK5 inh	Cl transport mod	thrombin 1536	Furin inh	PERK inhibitor
COc1ccc(-c2cnc3n2CCCCC3)cc1	8	-79	.	-2	-1	0.032	-8	-19	0.6
CCCCCOP(=O)(OCCCCC)C1(NS(=O)(=O)c2ccccc2)C=CC(=O)c2ccccc21 (centres undefined)	11	24	-1	-3	-2	0.87	-5	-8[20 µM]	0.1
CCOc1ccc(C(O)Cn2c(=N)n(CCN3CCCCC3)c3ccccc32)cc1 (centres undefined)	17	-20	1	4	-4	-2.9	4	2[20 µM]	-1.3
O=C(Nc1ccccc1)c1sccc1Oc1ccc([N+](=O)[O-])cc1F	8	-24	6	-2	1	.	0	-18	0.1
CCCCCC(=O)NC(Cc1ccc(OC)c([N+](=O)[O-])c1)C(=O)O (centres undefined)	0	21	-22	-6	-10	0.37	-4	-1	-0.4
CCOc1ccccc1NC(=O)Cn1c(=O)oc2ccccc21	7	4	-7	-4	3	0.19	-10	-11	-0.4
COc1ccc(CN2C(=O)c3cccnc3C2Nc2cc(Cl)ccc2OC)cc1 (centres undefined)	14	22	5	5	46*	-0.017	5	-18	-0.5
CCN(CC)C(=O)/C(=C\c1cccc([N+](=O)[O-])c1)NC(=O)c1ccco1	-3	13	5	-4	-12	0.29	-11	-10	-0.2
CC(C)CCN1CCN(Cc2cccn2-c2cccnc2)CC1CCO (centres undefined)	7	30	4	-3	-1	0.5	-8	-24	-1.1

Another view of 4 compounds above.
Order of values – FXIIa inh 1536, m-calpain inh, Rad51 HR inh, FXIa inh 1536, hK5 inh, Cl transport mod, thrombin 1536, Furin inh, PERK inhibitor
CCCCCOP(=O)(OCCCCC)C1(NS(=O)(=O)c2ccccc2)C=CC(=O)c2ccccc21 (centres undefined)
    11, 24, -1, -3, -2, 0.87, -5, -8[20 µM], 0.1
CCOc1ccc(C(O)Cn2c(=N)n(CCN3CCCCC3)c3ccccc32)cc1 (centres undefined)
    17, -20, 1, 4, -4, -2.9, 4, 2[20 µM], -1.3
O=C(Nc1ccccc1)c1sccc1Oc1ccc([N+](=O)[O-])cc1F
    8, -24, 6, -2, 1, ., 0, -18, 0.1
CCCCCC(=O)NC(Cc1ccc(OC)c([N+](=O)[O-])c1)C(=O)O (centres undefined)
    0, 21, -22, -6, -10, 0.37, -4, -1, -0.4

Source: PubChem BioAssay (several laboratories)
